ASK1 primary = human ASK1 kinase inhibition, primary screen | Q99683 | AlphaScreen MKK6 phosphorylation by ASK1, luminescence | inhibition, % at 7.44 µM | hit rate 0.99% among 22,000; in the data active means inhibition above about 35%;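 further: 0% = median of compound wells and 100% = no enzyme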
ULK1 primary = human ULK1 kinase inhibition, primary screen; O75385; AlphaScreen Atg13 phosphorylation by ULK1, luminescence; inhibition, % at 5.96 µM; hit rate 1.9% among 30,000; in the data active means inhibition above about 43%;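 further: 0% = median of compound wells and 100% = no enzyme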
* = called active by the depositor; / = not tested or not shown.

1) Cc1cc(NCCOc2ccccc2)nc(N2CCc3ccccc3C2)n1
2) c1cncc(-c2cc(NCCCN3CCOCC3)nc(-c3ccncc3)n2)c1
3) COc1ccc(-c2nc(NCCN(C(C)C)C(C)C)c3ncn(-c4ccccc4)c3n2)cc1
4) O=C1CCCN1CCn1cnc2c(NCCOc3ccccc3)nc(Nc3ccc(C(F)(F)F)cc3)nc21
5) COc1ccc(-c2nc(NCCOc3ccccc3)nc(OC)n2)cc1
6) CC(C)N(CCNc1nc(-c2ccc(C(N)=O)cc2)nc2c1ncn2C1CCCCC1)C(C)C
7) CC(=O)Nc1ccc(Nc2ccnc(N3CCN(c4ccccn4)CC3)n2)cc1
8) CC(C)N(CCNc1nc(-c2cccs2)nc2c1ncn2C(C)C)C(C)C
assay / compound | 1 | 2 | 3 | 4 | 5 | 6 | 7 | 8
ULK1 primary | -9 | 6 | -12 | -10 | -5 | -7 | -13 | 8
ASK1 primary | -16 | / | -5 | -5 | -9 | -6 | -2 | 5

9) O=C(NC1CC1)c1cc(NC2CCN(Cc3ccccc3)CC2)nc2ccccc12
10) COc1cc(NS(=O)(=O)c2ccc(N)cc2)nc(OC)n1
11) NS(=O)(=O)c1cc(C(=O)O)cc(N2CCCC2)c1Oc1ccccc1
12) COc1ccc(-c2nc3ccc(C(=O)NCc4cccnc4)cc3s2)cn1
13) CCOC(=O)N1CCN(c2cc(-c3ccncc3)nc(-c3ccccc3)n2)CC1
14) COc1ccc(CN2CCN(C3CCC(C)CC3)CC2)cc1 (stereo unspecified)
15) Cc1cc(NCCOc2ccccc2)nc(NC2CCC(O)CC2)n1 (stereo unspecified)
16) COc1cc2nc(-c3ccc(N4CCOCC4)nc3)nc(Nc3ccc(N4CCOCC4)cc3)c2cc1OC
assay / compound | 9 | 10 | 11 | 12 | 13 | 14 | 15 | 16
ULK1 primary | 12 | -21 | 6 | -5 | 1 | -14 | -25 | -16
ASK1 primary | 0 | / | / | -4 | / | / | -14 | 13

17) COc1ccc(CCNC(=O)c2cnc(N3CCC(N4CCOCC4)CC3)s2)cc1
18) CN(C)c1cccc(Nc2nc(Nc3ccc4c(c3)OCO4)c3[nH]cnc3n2)c1
19) CCCNc1nc(NCC)nc2c1ncn2C(C)C
20) CC(=O)Nc1ccc(Nc2cc(C)nc(-c3cccc(C(C)=O)c3)n2)cc1
21) CCN1CCN(c2cc(F)cc(-c3ccnc(Nc4ccc(-n5cnc(C(F)(F)F)n5)cc4)n3)c2)CC1
22) Cc1cc(C)cc(NC(=O)N2CCc3nc4cccc(C)n4c(=O)c3C2)c1
23) CC(C)COc1ccc(C(=O)N/C(=C/c2cccc([N+](=O)[O-])c2)C(N)=O)cc1
24) CN(C)CCNc1cc(-c2ccccn2)nc(-c2ccccc2)n1
assay / compound | 17 | 18 | 19 | 20 | 21 | 22 | 23 | 24
ULK1 primary | -1 | 13 | 8 | -2 | 4 | 4 | -12 | 3
ASK1 primary | -10 | 14 | -4 | 8 | 31 | / | / | /

25) Cc1cc(=O)[nH]c2nn(-c3ccccc3)cc12
26) CC(=O)c1cccc(-c2nc3ccc(C(=O)NCCOc4ccccc4)cc3s2)c1
27) CC(C)c1nnc(-c2cc3ccccc3n2Cc2cccc(Cl)c2)o1
28) COc1ccc(CCNC(=O)c2csc(N3CCOCC3)n2)cc1
29) CC(=O)c1cccc(-c2cccc(C(=O)NCCCN3CCCC3=O)c2)c1
30) O=C(O)c1cc(C2COc3ccccc3O2)nc2ccc(-c3cn[nH]c3)cc12 (stereo unspecified)
31) OCc1cnnn1-c1ccc(Nc2nccc(-c3cccc(N4CCOCC4)c3)n2)cc1
32) COc1ccc(-c2nc(NCCOc3ccccc3)c3ncn(C4CCCCC4)c3n2)cn1
assay / compound | 25 | 26 | 27 | 28 | 29 | 30 | 31 | 32
ULK1 primary | 4 | 5 | 2 | -6 | -5 | -1 | 6 | 2
ASK1 primary | / | 21 | / | 6 | -6 | 11 | 1 | -17

33) CC(=O)[C@@]1(O)CCC2C3C=C(Cl)C4=CC(=O)[C@@H]5CC5[C@]4(C)C3CC[C@@]21C (stereo partly specified)
34) CS(=O)(=O)c1ccc(C(=O)NCc2nc(-c3ccncc3)n[nH]2)s1
35) O=C1CCCN1CCCNc1cc(Nc2nccc3ccccc23)ncn1
36) CC(C)n1c(N2CCC(N3CCOCC3)CC2)nc2c(Nc3ccc(N4CCOCC4)cc3)ncnc21
37) CCOc1ccc2c(c1)cc(C(=O)O)n2C
38) O=c1ccc(-c2ccco2)cn1Cc1ccc(F)cc1F
39) C#CCn1c(=O)c2c(OCCC)c(CC)cnc2n(C)c1=O
40) NC[C@@H]1CC[C@@H](N)[C@@H](O[C@H]2[C@H](O)[C@@H](O[C@H]3O[C@H](CO)[C@@H](O)[C@H](N)[C@H]3O)[C@H](N)C[C@@H]2N)O1
assay / compound | 33 | 34 | 35 | 36 | 37 | 38 | 39 | 40
ULK1 primary | -1 | 8 | 2 | -10 | 6 | 6 | -7 | 8
ASK1 primary | / | 1 | -3 | -13 | / | / | / | /

41) COc1ccccc1/C=N\NC(N)=S
42) CC(C)(CO)[C@@H](O)C(=O)NCCC(=O)NCCSSCCNC(=O)CCNC(=O)[C@H](O)C(C)(C)CO
43) Cc1noc(C)c1-c1cccc(C(=O)NCCN2CCOCC2)n1
44) CC1(C)S[C@@H]2[C@H](N=CN3CCCCCC3)C(=O)N2[C@H]1C(=O)O
45) NS(=O)(=O)c1ccc(Nc2nccc(=O)[nH]2)cc1
46) Cc1nn(C)c(C)c1-c1nc2c(Nc3ccccc3)ncnc2n1C(C)C
47) CN1CCN(c2ccc(-c3nc(NCc4ccccc4)c4ncn(C5CCCCC5)c4n3)cc2)CC1
48) O=C(Nc1ccccc1)c1csc(N2CCN(c3ccccn3)CC2)n1
assay / compound | 41 | 42 | 43 | 44 | 45 | 46 | 47 | 48
ULK1 primary | 9 | 1 | 0 | 1 | -3 | 5 | -4 | 2
ASK1 primary | / | / | 3 | / | -14 | -1 | 16 | 12

49) Cc1cc(NCCCN2CCCC2=O)nc(NCc2ccc3c(c2)OCO3)n1
50) Cc1cc(N2CCCCC2)nc(N2CCN(C(=O)Nc3cccc(Cl)c3)CC2)n1
51) O=C(NCc1cccc(C(F)(F)F)c1)c1ccc2nc(Nc3ccc(C(F)(F)F)cc3)sc2c1
52) O=C(/C=C/c1cccc(F)c1)Nc1ccc2[nH]ncc2c1
53) c1ccc(CN2CCC(Nc3nc(Nc4ccccc4)nc4nc[nH]c34)CC2)cc1
54) CC(=O)Nc1ccc(Nc2cc(C)nc(N3CCOCC3)n2)cc1
55) COc1cc2nc(Nc3cc(OC)c(OC)c(OC)c3)nc(Nc3cc(OC)c(OC)c(OC)c3)c2cc1OC
56) CN(C)CCN(C)C(=O)c1cc(-c2cn[nH]c2)ccc1NC(=O)C1COc2ccc(F)cc2C1 (stereo unspecified)
assay / compound | 49 | 50 | 51 | 52 | 53 | 54 | 55 | 56
ULK1 primary | -3 | -15 | -8 | 12 | -25 | 2 | -18 | 2
ASK1 primary | 5 | / | -15 | -24 | 15 | 2 | 5 | -6

Two of the compounds above, with bars between the fields.
item | compound | ULK1 primary | ASK1 primary
50 | Cc1cc(N2CCCCC2)nc(N2CCN(C(=O)Nc3cccc(Cl)c3)CC2)n1 | -15 | /
51 | O=C(NCc1cccc(C(F)(F)F)c1)c1ccc2nc(Nc3ccc(C(F)(F)F)cc3)sc2c1 | -8 | -15

Record cards, as listed above. Order of screens: ULK1 primary, ASK1 primary
CC(=O)Nc1ccc(Nc2cc(C)nc(N3CCOCC3)n2)cc1 across the screens: 2, 2
Cc1cc(NCCCN2CCCC2=O)nc(NCc2ccc3c(c2)OCO3)n1 across the screens: -3, 5
CN(C)CCN(C)C(=O)c1cc(-c2cn[nH]c2)ccc1NC(=O)C1COc2ccc(F)cc2C1 (stereo unspecified) across the screens: 2, -6
c1ccc(CN2CCC(Nc3nc(Nc4ccccc4)nc4nc[nH]c34)CC2)cc1 across the screens: -25, 15
COc1cc2nc(Nc3cc(OC)c(OC)c(OC)c3)nc(Nc3cc(OC)c(OC)c(OC)c3)c2cc1OC across the screens: -18, 5

Going on with the list.
57) COc1cc(Nc2nc(Nc3cccc(N(C)C)c3)nc3c2ncn3C(C)C)cc(OC)c1OC
58) O=C(Nc1ccc(N2CCOCC2)cc1)c1csc(N2CCN(Cc3ccc4c(c3)OCO4)CC2)n1
59) Cn1c(-c2ccccc2)cnc1NC(=O)c1cccc([N+](=O)[O-])c1
60) c1ccc(OCCNc2nc(Nc3nccc4ccccc34)nc3c2ncn3C2CCCCC2)cc1
61) COc1ccc(-c2cnc(NCc3cccc(F)c3)n2C)cc1
62) O=C(Cc1cn(-c2ccc(N3CCCC3CO)nn2)c2ccccc12)NCCc1ccc(O)cc1 (stereo unspecified)
63) COc1ccc(-c2nc(Nc3ccc(Oc4ccccc4)cc3)nc(OC)n2)cc1
64) c1cc(N2CCOCC2)ccc1Nc1nc(-c2ccc(N3CCOCC3)nc2)nc2c1ncn2C1CCCCC1
assay / compound | 57 | 58 | 59 | 60 | 61 | 62 | 63 | 64
ULK1 primary | -18 | 24 | 7 | 3 | -3 | 14 | -7 | 15
ASK1 primary | 14 | 16 | / | -13 | / | -22 | -4 | 27

3 compounds drawn at random from those above:
62) O=C(Cc1cn(-c2ccc(N3CCCC3CO)nn2)c2ccccc12)NCCc1ccc(O)cc1 (stereo unspecified)
57) COc1cc(Nc2nc(Nc3cccc(N(C)C)c3)nc3c2ncn3C(C)C)cc(OC)c1OC
58) O=C(Nc1ccc(N2CCOCC2)cc1)c1csc(N2CCN(Cc3ccc4c(c3)OCO4)CC2)n1
assay / compound | 62 | 57 | 58
ULK1 primary | 14 | -18 | 24
ASK1 primary | -22 | 14 | 16

(cont.)
65) CCCNC(=O)c1cnc(N2CCC(N3CCOCC3)CC2)s1
66) CC(=O)c1cccc(-c2nc3ccc(C(=O)Nc4ccccc4)cc3s2)c1
67) CN(C)CCOc1cc(-c2ccnc3[nH]ccc23)c(F)cc1NC(=O)C1COc2ccccc2O1 (stereo unspecified)
68) COc1cc2nc(Cl)nc(Nc3ccc(N4CCOCC4)cc3)c2cc1OC
69) O=C(NC1CCN(Cc2ccccc2)CC1)c1cccc(N2CCc3ccccc3C2)n1
70) Cc1nc(NCc2ccc(Cl)cc2)cc(-c2cncc(Br)c2)n1
71) Cc1nn(C)c(C)c1-c1nc(NC2CCN(Cc3ccccc3)CC2)c2ncn(Cc3ccc(C(F)(F)F)cc3)c2n1
72) Cc1cc(NCCN2CCOCC2)nc(Nc2ccc(N3CCOCC3)cc2)n1
assay / compound | 65 | 66 | 67 | 68 | 69 | 70 | 71 | 72
ULK1 primary | -2 | 22 | -19 | 7 | 5 | -11 | -25 | 13
ASK1 primary | -13 | 16 | 23 | 7 | -2 | / | 0 | -3

Four entries out of the list above, sorted by the value under ASK1 primary, largest number first.
66) CC(=O)c1cccc(-c2nc3ccc(C(=O)Nc4ccccc4)cc3s2)c1
68) COc1cc2nc(Cl)nc(Nc3ccc(N4CCOCC4)cc3)c2cc1OC
71) Cc1nn(C)c(C)c1-c1nc(NC2CCN(Cc3ccccc3)CC2)c2ncn(Cc3ccc(C(F)(F)F)cc3)c2n1
72) Cc1cc(NCCN2CCOCC2)nc(Nc2ccc(N3CCOCC3)cc2)n1
assay / compound | 66 | 68 | 71 | 72
ULK1 primary | 22 | 7 | -25 | 13
ASK1 primary | 16 | 7 | 0 | -3

Compound activity as filed in PubChem.
